Sm TGR inh – blocks Schistosoma mansoni thioredoxin glutathione reductase | Q962Y6 | purified TGR, DTNB reduction, TNB absorbance 405 nm | Potency, µM (highest dose often 114 µM), for the others: top-dose activity change, negative = inhibition, actives largely listed as inhibitors | 3% of 360,000 active; note: potency is the fitted concentration of half-maximal effect; nearly all actives have a fitted effect of over 60% in size
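Kinetic colorimetric format: TGR-catalysed, NADPH-driven DTNB reduction monitored via TNB absorbance. Enzyme dispensed at 20 nM; compound exposure 15 min at room temperature before reaction start.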
Giardia FBPA inh – inhibitors of Giardia lamblia fructose-1,6-bisphosphate aldolase | A8B2U2 | purified Giardia FBPA | Potency, µM (doses to about 59.6 µM), for inactives: at the top dose activity, negative = inhibition, usual class: inhibitors | 0.71% of 290,000 active | AID 2451; note: potency is the fitted concentration of half-maximal effect; nearly all actives have a fitted effect of over 55% in size
Target sequence (A8B2U2 whole entry, looked up): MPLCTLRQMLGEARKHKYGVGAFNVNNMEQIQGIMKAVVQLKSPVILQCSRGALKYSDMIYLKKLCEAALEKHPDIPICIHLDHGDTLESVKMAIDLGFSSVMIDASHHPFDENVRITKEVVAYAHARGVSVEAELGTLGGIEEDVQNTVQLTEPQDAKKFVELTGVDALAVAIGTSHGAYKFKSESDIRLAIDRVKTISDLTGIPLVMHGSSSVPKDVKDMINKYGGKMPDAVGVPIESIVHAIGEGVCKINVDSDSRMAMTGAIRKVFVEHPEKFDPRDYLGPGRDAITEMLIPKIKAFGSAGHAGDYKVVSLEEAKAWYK
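40 nM FBPA preincubated 10 min at RT with compound (up to 57.5 uM final), then substrate plus GAPDH/TPI/NAD/arsenate coupling and diaphorase/resazurin added. Fluorescence read after 20 min at RT, 525/598 nm.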
HCV inh – blocks hepatitis C virus | Potency, µM (titrated, usually from 41.8 µM), for inactives: at the highest dose activity change, negative = inhibition, usual class: inhibitors | Huh7.5.1 HCVcc-Cre infection, luciferase reporter, 44 h | 3.4% of 340,000 active; note: potency is the fitted concentration of half-maximal effect
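Infectious HCVcc-Cre (~0.5 moi) was added to cells just after compound, with cells seeded 4 h earlier at 1,000 per well. Luciferase activity after 44 h culture reported infection; substrate was incubated 15 min at room temperature before reading.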
AmpC inh no detg – blocks E. coli AmpC beta-lactamase in detergent-free assay; P00811; AmpC nitrocefin hydrolysis, absorbance 480 nm, 0.0001% Triton; Potency, µM (series often up to 57.1 µM), without a hit: at the highest dose activity change, negative = inhibition, hits mostly inhibitors; 0.52% of 330,000 active;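 note: potency is the fitted concentration of half-maximal effect; plate controls were no compound for no effect and no enzyme for full effect; nearly all actives have a fitted effect of over 20% in size; some results filed as inactive show a strong effect at the top dose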
Target sequence (P00811 whole entry, looked up): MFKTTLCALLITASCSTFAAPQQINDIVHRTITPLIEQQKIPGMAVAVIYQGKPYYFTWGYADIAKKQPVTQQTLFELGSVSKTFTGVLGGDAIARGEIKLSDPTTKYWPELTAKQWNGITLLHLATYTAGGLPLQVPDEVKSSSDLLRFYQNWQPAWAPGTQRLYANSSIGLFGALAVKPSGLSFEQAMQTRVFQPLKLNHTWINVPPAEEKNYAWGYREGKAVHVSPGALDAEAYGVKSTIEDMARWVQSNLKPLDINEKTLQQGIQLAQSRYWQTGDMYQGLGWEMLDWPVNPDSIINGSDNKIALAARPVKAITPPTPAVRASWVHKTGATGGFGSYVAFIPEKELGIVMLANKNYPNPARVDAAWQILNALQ
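20 mM phosphate pH 7.0 + 0.01% (detergent screen) or 0.0001% Triton X-100; 5.3 nM AmpC reagent; cpd preinc 15 min RT; nitrocefin (800 uM stock) to start; A480 q20 s × 4 min; Activity was normalised to no-enzyme and no-compound control wells.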
AmpC detergent – AmpC beta-lactamase inhibition with detergent present; AmpC hydrolysis of nitrocefin, absorbance 480 nm, 0.01% Triton; Potency, µM (titrated, usually from 114 µM), inactives show top-dose activity change, negative = inhibition, actives largely listed as inhibitors; 0.041% of 370,000 active; P00811; AID 485294;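 note: potency is the fitted concentration of half-maximal effect; 0% = no-compound wells and -100% = no-enzyme wells; nearly all actives have a fitted effect of over 25% in size; some results filed as inactive show a strong effect at the top dose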
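AmpC (5.3 nM in the dispensed reagent) in 20 mM phosphate pH 7.0 with 0.01% (detergent screen) or 0.0001% Triton X-100 was preincubated with compounds for 15 min at room temperature. Nitrocefin was then added from an 800 uM solution, and hydrolysis was followed at 480 nm.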
HCMV inh – inhibitors of human cytomegalovirus | HFF cells, HCMV-luciferase reporter, 72 h; active compounds read low | activity change, negative = inhibition, % at 57.5 µM | 4.5% of 410,000 active; in the data active = activity change below about -60%; inconclusive = no clear call, values can overlap the other calls; inactive = above about -39%
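Compounds were evaluated in HFFs infected with an HCMV luciferase reporter virus (MOI 1 PFU/cell). Luciferase in lysates collected 72 h post infection served as the replication measure.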
An asterisk follows results filed as active; ? = inconclusive; / = no result given; [ ] = dose if it differs, or a comment. Unless noted, calls come from the whole dose curve; as a rule, active = well fitted curve in the direction sought with a large enough effect; inconclusive = small, poorly fitted or top-dose-only effect, or another doubt; inactive = no such curve, though single readings can be large; an effect the other way counts as inactive or inconclusive. Unless noted, % is set by controls: 0 for no effect and ±100 for the full control effect.

Compound | AmpC inh no detg | AmpC detergent | HCV inh | Sm TGR inh | HCMV inh | Giardia FBPA inh
CN(C)C(=O)CSc1nnc(-c2ccc(F)cc2)c2ccccc12 | 11% | 0% | -16% | 7% | ? | -6%
CCc1ccc(OCC(=O)NCc2ccco2)c(Br)c1 | -4% | -8% | ? | ? | 83 | 4%
Cc1cc(NS(C)(=O)=O)c(=O)n(Cc2cccc(F)c2)c1 | -10% | ? | 15% | -5% | 3 | ?
Cc1ccccc1C(=O)NCC(=O)OCCCOC(=O)CNC(=O)c1ccccc1C | -4% | 6% | 11% | -4% | -21 | /
Cc1ccc(C)c(N2CCN(S(=O)(=O)c3c(C)noc3C)CC2)c1 | -4% | ? | ? | -3% | 17 | 17%
O=C(c1ccco1)N1CCN(C(=O)c2cc(-c3ccccc3F)no2)CC1 | -6% | -2% | 0% | -13% | -4 | /
COC(=O)CCN(C(=O)c1ccc(Cl)c([N+](=O)[O-])c1)c1ccccn1 | -12% | 0% | 6% | -30% | 6 | 5%
CC(=O)c1c(C)[nH]c(C(=O)OCC(=O)NCc2cccs2)c1C | -17% | ? | ? | -2% | 0 | /
CCN(CC)S(=O)(=O)c1cc(NC(=O)c2ccc3c(c2)NC(=O)C(C)S3)ccc1C (stereo not drawn) | -23% | -10% | 4µM* | -3% | -80* | /
Oc1ccccc1N1CCN(CC(O)COCc2ccccc2Cl)CC1 (stereo not drawn) | -13% | -4% | 3% | 49%[activator] | 4 | ?
CCc1sc(Nc2cccc(Cl)c2C)nc1-c1cc2cccc(OC)c2oc1=O | / | -6% | / | 3% | -26 | /
CCn1c(=S)sc2c(=O)n(-c3ccccc3)c(SCC(=O)NCc3ccco3)nc21 | -29% | 2% | -22% | 0% | 12 | -7%
CCC1CCCCN1C(=O)CSc1nc(N)cc(N)n1 (stereo not drawn) | -22% | -9% | 2% | / | -65* | -2%
O=C(NCc1ccccc1)c1ncn(Cc2ccccc2)c1C(=O)NCc1ccccc1 | -31% | -5% | -29% | 1% | -3 | /
O=C(CCc1nc2ccccc2s1)OCc1ccccc1 | -7% | -5% | 4% | -3% | 59 | -4%
COc1ccc(N2CCN(c3nc4ccccc4nc3NS(=O)(=O)c3ccccc3)CC2)cc1 | -23% | -13% | -1% | -8% | 1 | 17%
O=C(COC(=O)c1ccccc1O)NCc1ccccc1Cl | -23% | / | ? | / | -65* | /
O=C(CCN1CCN(c2ccccc2)CC1)Nc1ccccc1F | -7% | -21% | 12% | 6% | -10 | 2%
CCCOC(=O)C1C2C=CC(C2)C1C(=O)OCC(=O)c1ccccc1 (stereo not drawn) | 10% | 5% | 13% | -12% | ? | 3%
Cn1c(/C=C/c2cccc([N+](=O)[O-])c2)nc2ccccc2c1=O | -4% | 0% | -15% | -8%[57.1 µM] | -61* | 4%
Cc1ccc(NC(=O)CCOc2ccccc2C)cc1F | -47% | -6% | -18% | 5% | -29 | -4%
CCCCCCC(=O)Nc1ccc(C(=O)N/N=C/c2cccnc2)cc1 | -15% | ? | -18% | -30% | 10 | 3%
CCN(CC)CCCNC(=O)C1c2ccccc2C(=O)N(C)C1c1ccc(OC)cc1 (stereo not drawn) | 3% | 1% | 11% | 5% | -33 | 2%
CC1(C)Cc2c(cnn2-c2ccc(F)cc2)C(NC(=O)C2=NNC(=O)CC2)C1 (stereo not drawn) | -6% | -12% | 3% | 2% | 0 | -4%
CCn1c(SC(C)C(=O)O)nnc1-c1cccnc1 (stereo not drawn) | -6% | 17% | 23% | -1% | -22 | -10%

Next section; it opens with the 4 that closed the last part.
Compound | AmpC inh no detg | AmpC detergent | HCV inh | Sm TGR inh | HCMV inh | Giardia FBPA inh
CCCCCCC(=O)Nc1ccc(C(=O)N/N=C/c2cccnc2)cc1 | -15% | ? | -18% | -30% | 10 | 3%
CCN(CC)CCCNC(=O)C1c2ccccc2C(=O)N(C)C1c1ccc(OC)cc1 (stereo not drawn) | 3% | 1% | 11% | 5% | -33 | 2%
CC1(C)Cc2c(cnn2-c2ccc(F)cc2)C(NC(=O)C2=NNC(=O)CC2)C1 (stereo not drawn) | -6% | -12% | 3% | 2% | 0 | -4%
CCn1c(SC(C)C(=O)O)nnc1-c1cccnc1 (stereo not drawn) | -6% | 17% | 23% | -1% | -22 | -10%
CCOP(=O)(OCC)OCC | -12% | -4% | 27% | -12% | 16 | /
CCOC(=O)c1csc(NC(=O)c2ccc3c(c2)OCCO3)n1 | -27% | 1% | 14µM* | -1% | / | /
Cc1cc(C)c(C(=O)OCC(=O)NC(=O)c2ccccc2)c(C)c1 | -22% | ? | 19% | -3% | 12 | /
Cc1cc(Nc2nc3ccccc3nc2Cl)n(-c2ccccc2C)n1 | 38% | -14% | -8% | -3% | ? | 5%
O=c1c2ccccc2cnn1Cc1cccc(Br)c1 | -16% | -6% | 5% | 1%[57.1 µM] | -8 | 0%
Cc1nc2ncnn2c(C)c1CCC(=O)N1CCCCC1 | -37% | -2% | 18% | -10% | 15 | -1%
CCOCCCNC(=O)c1cn2c3c(ccc(Cl)c3c1=O)OC(C)C2 (stereo not drawn) | -2% | -6% | 6% | -7% | -30 | 5%
CCNCC1(c2ccc(OC)c(OC)c2)CCCC1 | -6% | ? | 2% | -5% | -8 | 2%
O=C(COc1ccc(Cl)cc1)NCCCn1ccnc1 | -1% | -13% | 10% | 0%[11.4 µM] | -1 | 0%
O=C(c1cccs1)N1CC=C(c2ccccc2)CC1 | -9% | -10% | -4% | -11% | 18 | /
Cc1ccccc1S(=O)Cc1ccc(C(=O)NC2CCN(Cc3ccccc3)CC2)o1 (stereo not drawn) | 0% | -3% | -22% | -22% | -28 | /
Cc1cc(Cl)ccc1-n1c(-c2cccnc2)n[nH]c1=S | -18% | 13% | 10% | 10% | 36 | -23%
COc1cccc(CNC2CCCc3ccccc32)c1OC (stereo not drawn) | -16% | -1% | -1% | -4% | -22 | ?
COc1ccccc1Nc1nc2ccccc2[nH]1 | -32% | -9% | -19% | 0% | 29 | ?
CC(=O)Nc1nc(C)c(Oc2ccc(Cl)cc2Cl)c(=O)[nH]1 | -21% | -3% | 12% | -5% | -30 | 2%
Cc1ccnc(NS(=O)(=O)c2ccc(N3C(=O)Nc4ccccc4N3O)cc2)c1 | -17% | 4% | 20% | 0% | 7 | 5%
Cc1cc(OCC(=O)Nc2ncn[nH]2)c(C)c(C)c1Br | / | 24% | / | 5% | 1 | /
CC(C)(C)c1cc(C(=O)NNC(=O)Nc2cccc(Cl)c2)n(Cc2ccccc2)n1 | -50% | 8% | ? | 4% | -5 | 2%
COc1ccc(CC(=O)Nc2ccc(N3CCCCC3)cc2)cc1 | -11% | 4% | 11% | 7% | 10 | -2%
CCc1c(O)cc(=O)n(-c2ccccc2)c1-c1ccccc1 | -37% | ? | 11% | -14% | -13 | -5%
O=S(=O)(Cc1ccccc1)NCC1CCCO1 (stereo not drawn) | -2% | -5% | 27% | -2%[11.4 µM] | 15 | 2%
CCc1ccc(NC(=O)CNC(=O)c2cn(-c3ccccc3OC)c(=O)c3ccccc23)cc1 | 61%[activator] | -5% | ? | 10% | 8 | -9%
COC(=O)[C@H]1C[C@@H](c2ccccc2)[C@H](C)C1(C)C | -16% | -1% | -1% | -1% | 5 | /
Cc1ccc(-n2ncc(C(=O)NCCCN3CCN(C)CC3)c2C2CCN(C(=O)OC(C)(C)C)CC2)c(C)c1 | / | 17% | / | 0% | -20 | /
Cc1ccc(S(=O)(=O)Nc2csc(C)c2C(=O)O)cc1 | -27% | 0% | 6% | -13% | 7 | -14%
CCCC(C)C(=O)Nc1cc(S(=O)(=O)N2CCCCC2)ccc1N1CCOCC1 (stereo not drawn) | 78%[activator] | 5% | -8% | 1% | -3 | /
CC(=O)c1cccc(N(CC(=O)NC2CCCC2)C(=O)CNC(=O)c2cccs2)c1 | -1% | -1% | 12% | 4% | -21 | 3%
CCN1CCN(Cc2cccc(Oc3ccc(Cl)cc3)c2)CC1 | 58% | 3% | 13µM* | 0% | 10 | -21%
CCCNc1nc(OC)nc(N2CC3CC(C2)c2cccc(=O)n2C3)n1 (stereo not drawn) | 6% | 1% | 15% | 1% | ? | -3%
N#Cc1c(SCC(=O)Nc2nccs2)nc2c(c1-c1ccco1)CCCC2 | -24% | 9% | ? | 45µM* | ? | -13%
[O-]/[N+](=C\c1ccccc1)c1ccccc1 | -32% | -6% | 10% | -20% | 15 | /
CCC(=O)Nc1ccc(-c2csc(C)n2)cc1 | 15% | ? | 1% | -10% | 3 | -1%
O=c1cc(CSc2nnnn2-c2ccccc2)[nH]c2[nH]n(-c3ccccc3)c(=O)c12 | -47% | -13% | 9% | -12% | -7 | 3%
O=C(Nc1ccncc1)c1cc(-c2ccccn2)nc2ccccc12 | -28% | -3% | -7% | -1% | 14 | 0%
O=C(c1ccccc1)C1NC1c1ccccc1 (stereo not drawn) | -24% | -3% | -8% | -15% | 98 | 11%
Cc1cccc(NC(=O)c2ccc(S(=O)(=O)N3CCOCC3)cc2)n1 | -2% | 4% | 0% | 1% | 7 | 3%
CCOC(=O)C[N+](CC)(CC)CC#Cc1ccccc1 | -15% | ? | 18% | -4% | 27 | 6%
CCOc1ccc(OCC(=O)Nc2ccc(OC)cc2)cc1 | -4% | -11% | -3% | 11% | -29 | 5%
COc1cc(NC(=O)CSc2ncc(S(=O)(=O)c3ccc(Br)cc3)c(=O)[nH]2)cc(OC)c1 | / | 22% | / | -9% | 1 | /
COc1ccccc1CCNC(=O)CCc1c(C)c2cc3c(C)c(C)oc3cc2oc1=O | / | -5% | / | -4% | 67 | /
CC(=O)Nc1ccc(NC(=O)C2CC(=O)N(Cc3ccccc3)C2)cc1 (stereo not drawn) | -7% | -4% | 0% | -1% | 136 | 0%
CCN(CC)S(=O)(=O)c1ccc2c(c1)nc(CCC(=O)Nc1ccc3c(c1)OCO3)n2C | -11% | 2% | -37% | 2% | ? | -10%
O=C(c1ccco1)N1CCN(C(c2ccccc2Cl)c2nnnn2CC2CCCO2)CC1 (stereo not drawn) | 37% | -12% | -1% | 0% | ? | 2%
CCN(CCn1cccn1)C(=O)CC1C(=O)NCCN1CC1CCCCC1 (stereo not drawn) | -13% | -1% | -2% | 17% | 12 | 1%
Cc1cc(S(=O)(=O)Nc2ccc3c(c2)COC3=O)ccc1F | -32% | 6% | 27% | 11% | -11 | 14%
CCOC(=O)c1ccc(NC(=S)N(CCCN2CCCC(C)C2)Cc2cccs2)cc1 (stereo not drawn) | -14% | -2% | -9% | 11% | 8 | 0%
c1ccc(Nc2cccc(Nc3ccccc3)n2)cc1 | -45% | 7% | 7.1µM* | 2.8µM* | -24 | -21%
COc1ccc(-c2csc(Nc3ncccc3C)n2)cc1 | 0% | -3% | ? | -2% | 54 | 1%
Cc1nc2ccc(C(=O)N/N=C/c3ccc(O)cc3)cc2[nH]1 | -30% | -11% | 13% | 1% | 43 | -9%
CCOC(=O)c1ccc2c(c1)[C@@H]1C=CC[C@@H]1[C@H](c1cccc(OC)c1OC)N2 | / | -1% | / | 0% | 0 | /
O=C(c1ccccc1)[C@@H]1[C@@H](C(=O)c2ccc(F)cc2)[C@@]2(C(=O)Nc3ccccc32)[C@H]2c3ccccc3C=CN12 | -26% | -4% | 1% | ? | -29 | ?
Cc1ccc(OCCOCCNC(C)C)c(Br)c1 | -10% | ? | ? | 10% | 6 | -30%
